EphB4 ephrin blk – antagonists of human EphB4-ephrin-B2 interaction | EphB4 LBD / TNYL-RAW-Alexa532 peptide, fluorescence polarization | AID 720 | hit rate 0.15% among 97,000 | P54760 | inhibition, % at 7 µM;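 active means inhibition above the screen-wide mean inhibition plus 3 SD, cut at about 15% in these data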;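 further: 0% = DMSO wells and 100% = excess unlabeled TNYL-RAW peptide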
Target sequence (P54760 whole entry, looked up, the tested form may be a part): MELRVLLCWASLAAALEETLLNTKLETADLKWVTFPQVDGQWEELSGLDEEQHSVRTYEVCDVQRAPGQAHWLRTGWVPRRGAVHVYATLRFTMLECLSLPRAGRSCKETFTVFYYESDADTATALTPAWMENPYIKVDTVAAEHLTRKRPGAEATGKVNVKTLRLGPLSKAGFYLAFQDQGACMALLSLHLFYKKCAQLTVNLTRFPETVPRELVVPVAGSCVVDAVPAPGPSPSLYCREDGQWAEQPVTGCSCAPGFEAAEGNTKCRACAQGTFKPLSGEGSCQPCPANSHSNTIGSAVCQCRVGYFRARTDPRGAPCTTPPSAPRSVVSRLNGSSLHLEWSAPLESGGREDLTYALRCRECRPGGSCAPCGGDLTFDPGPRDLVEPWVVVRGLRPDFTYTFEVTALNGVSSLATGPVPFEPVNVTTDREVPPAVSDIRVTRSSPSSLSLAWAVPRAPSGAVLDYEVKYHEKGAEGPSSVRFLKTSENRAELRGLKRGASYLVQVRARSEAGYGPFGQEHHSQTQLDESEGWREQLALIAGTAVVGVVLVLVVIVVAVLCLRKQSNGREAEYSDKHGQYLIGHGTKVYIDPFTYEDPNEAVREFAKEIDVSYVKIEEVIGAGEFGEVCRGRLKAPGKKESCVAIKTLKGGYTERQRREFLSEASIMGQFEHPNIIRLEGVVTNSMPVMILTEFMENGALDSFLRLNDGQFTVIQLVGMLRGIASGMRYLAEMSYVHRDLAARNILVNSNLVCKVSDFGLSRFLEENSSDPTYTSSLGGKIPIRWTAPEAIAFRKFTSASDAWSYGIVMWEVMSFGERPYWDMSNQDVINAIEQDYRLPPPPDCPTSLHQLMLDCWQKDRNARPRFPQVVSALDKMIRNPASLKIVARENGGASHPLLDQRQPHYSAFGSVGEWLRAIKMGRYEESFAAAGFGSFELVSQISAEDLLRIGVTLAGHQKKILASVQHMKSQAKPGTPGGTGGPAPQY
PLK1 kinase inh – blocks human PLK1 kinase activity | P53350 | recombinant PLK1 kinase, TR-FRET peptide phosphorylation | inhibition, % at 10 µM | hit rate 0.53% among 97,000;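 active means inhibition of 50% or more in the single-concentration screen; inactive means inhibition below 50%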;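 further: 0% = DMSO max control and 100% = H-89 dihydrochloride min control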
PLK1 PBD inh – Plk1 (human) PBD binding inhibition; Plk1 PBD phosphopeptide binding, fluorescence polarization; inhibition, %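 (tested at about 20 µM)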; hit rate 0.13% among 97,000; AID 693; in the data active means inhibition above about 34%, passing the limit was not always enough
CYP2C9 inh – blocks human cytochrome P450 2C9 | P11712 | CYP2C9 Supersomes, luciferin-H conversion, luminescence | inhibition, % at 5 µM | hit rate 20% among 96,000;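 active means blocking of liver enzyme CYP2C9 beyond about 50% at 5 µM, limit read from the data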; further: values of inactives mirror those of a sister screen read the other way
HIV Rev-RRE inh – disrupts HIV-1 Rev binding to RRE RNA; P05866; Rev peptide-RRE RNA binding, FRET; inhibition, % at 8 µM; hit rate 0.79% among 97,000; AID 704;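 active means inhibition above the screen-wide mean plus 3 SD, cut at about 35% in these data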;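 further: 0% = median DMSO wells and 100% = median Neomycin B control wells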
Target sequence (P05866 whole entry, looked up): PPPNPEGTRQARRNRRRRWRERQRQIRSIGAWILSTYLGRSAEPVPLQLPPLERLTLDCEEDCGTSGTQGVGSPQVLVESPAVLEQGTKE
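Probe or stimulus: fluorescein-Rev peptide as binding partner; assay system: Cy5-tagged RRE RNA duplex with fluorescein-tagged Rev peptide; timing: 5 min compound–RNA preincubation, then 15 min with peptide, 25 °C; medium: HEPES pH 7.5 buffer with KCl, MgCl2, NaCl and EDTA; signal: fluorescein-to-Cy5 FRET, 480 nm excitation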
CYP2C19 act – increases human CYP2C19 enzyme activity | AID 1025 | recombinant CYP2C19, luciferin-H EGE luminescence; hits give high values; 0 = fully inhibited enzyme, 1 = untreated enzyme | 96,000 tested, under 10 active | P33261 | activation factor at 5 µM;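 active means activation factor of at least 2 at 5 µM in the primary screen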;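 further: 0 = wells with 2.5 mM tranylcypromine and 1 = vehicle-only wells; values of inactives mirror those of a sister screen read the other way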
CYP2C19 inhib – human CYP2C19 inhibition. P33261. CYP2C19 Supersomes, luciferin-H EGE luminescence, 30 min. inhibition, % at 5 µM. hit rate 21% among 96,000;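 active means CYP2C19 inhibition above a set limit at 5 µM in the primary screen, cut at about 50% in these data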;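 further: plate controls were negative control wells for no effect and 2.5 mM tranylcypromine positive control for full effect; values of inactives mirror those of a sister screen read the other way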
CYP2C9 act – activators of human CYP2C9. P11712. recombinant CYP2C9, luciferin-H conversion, luminescence; hits give high values; factor 1 = untreated enzyme, 0 = blocked. activation factor at 5 µM. hit rate 1.4% among 96,000. AID 1024;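 active means activation factor of 2 or more for CYP2C9 at a 5 µM dose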;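 further: 0 = sulfaphenazole-blocked wells and 1 = vehicle-only wells; values of inactives mirror those of a sister screen read the other way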
PLAP act – activates human placental alkaline phosphatase; P05187; hit rate 1.2% among 96,000; activation fold at 20 µM; purified PLAP enzyme, luminescent substrate read-out; hits give high values; in the data active means activation fold above about 2
Numbers without * were called inactive; x = not tested or not shown; [ ] = remark or other dose. This is a random part of the collection; overall some 29% were active at least once.

SMILES | EphB4 ephrin blk | PLK1 kinase inh | PLK1 PBD inh | CYP2C9 inh | HIV Rev-RRE inh | CYP2C19 act | CYP2C19 inhib | CYP2C9 act | PLAP act
Cc1ccc(C)c(NC(=O)c2cc3c([nH]c4ccccc43)c(C)n2)c1 | -4 | -14 | -21 | -2 | 5 | 1.1 | -14 | 1 | 1.2
CC(=O)Oc1ccc(Cn2cnc3cc4ccccc4cc32)cc1 | 6 | 9 | -4 | x | 11 | x | x | x | x
CCOC(=O)c1snc(-c2ccc(F)cc2)c1N | 1 | -17 | 6 | 9 | 7 | 0.7 | 33 | 0.9 | 0.7
Cc1ccc2[nH]c(=O)c(C(c3nnnn3C3CCCC3)N3CCCc4ccccc43)cc2c1 (stereo unspecified) | -4 | -3 | 10 | x | 6 | x | x | x | x
CC1C(c2ccccc2)=[N+]([O-])C2(CCCCC2)N1O (stereo unspecified) | 4 | -5 | -8 | -7 | 4 | 1 | -4 | 1.1 | 1
CC[n+]1cc(-c2ccccc2)nc(N2CCOCC2)n1 | 7 | 4 | -9 | 40 | 2 | 0.8 | 21 | 0.6 | 0.7
COc1ccc(-n2nc3cc(C)c(NC(=O)C(C)C)cc3n2)cc1 | 0 | -18 | 12 | 2 | 6 | 0.9 | 6 | 1 | 0.8
CCOC(=O)CN1C(=O)C(O)(CC(=O)c2ccccn2)c2ccccc21 (stereo unspecified) | 4 | -19 | -2 | 26 | 10 | 0.9 | 6 | 0.7 | 0.9
Nc1[nH]n2c(=O)c3c(nc2c1N=Nc1ccc(Cl)cc1)CCCC3 | 0 | -5 | 15 | 41 | 6 | 1 | 3 | 0.6 | 1.1
C=CCn1c(=O)c2c(nc3n2CCS3)n(C)c1=O | -3 | -6 | 19 | 0 | 2 | 1 | -4 | 1 | 1.1
C/C(=N\NC(=O)CNc1ccccc1Cl)C(C)(C)C | -5 | -5 | 5 | -6 | -4 | 0.8 | 16 | 1.1 | 1
Cc1ccc(CSC2=NCCN2C(=O)C2CC2)cc1 | -7 | -6 | 7 | 19 | 4 | 0.1 | 92* | 0.8 | 1.2
COc1cc(-c2nnc(SCc3ccccc3Cl)o2)cc(OC)c1OC | 9 | -7 | -27 | 30 | 1 | 0.6 | 45 | 0.7 | 1
CCOC(=O)c1ccc(NC(=O)c2cccc(S(=O)(=O)N3CCOCC3)c2)cc1 | -10 | -10 | 17 | 5 | 6 | 0.8 | 18 | 0.9 | 1.5
Cc1ccc(S(=O)(=O)N(CC(=O)N2CCC(C)CC2)Cc2ccccc2F)cc1 | 3 | -11 | 1 | 79* | 8 | 0.2 | 84* | 0.2 | 1.8
CNC(=O)c1sccc1SCc1c(Cl)cccc1Cl | 6 | -15 | 4 | 12 | 8 | 0.6 | 38 | 0.9 | 0.8
C=CCn1c(-c2cccnc2Cl)nc2cc(Cl)c(Cl)cc21 | 1 | -15 | -11 | 57* | 16 | 0.6 | 43 | 0.4 | 1.3
COc1ccc(CCNS(=O)(=O)c2cn(C)c(=O)n(C)c2=O)cc1OC | -2 | -12 | -23 | 4 | 2 | 0.8 | 22 | 1 | 0.9
Cc1cc(NC(=O)CSc2nnc(-c3ccccc3)n2Cc2ccco2)no1 | 3 | -6 | -6 | -15 | 5 | 0.8 | 20 | 1.2 | 1
CCCCCCc1cc2cc(-c3nnc(-c4cccc(OC)c4)o3)c(=O)oc2cc1O | 6 | -6 | -145 | x | 126*[fluorescence artefact?] | x | x | x | x
CC(Oc1ccc(Cl)cc1Cl)C(=O)Nc1ncccn1 (stereo unspecified) | -6 | -3 | -4 | 19 | 0 | 0.3 | 69* | 0.8 | 1.2
COc1cc(C(=O)OCc2cc3ccccc3[nH]c2=O)cc(OC)c1OC | -2 | -84 | -7 | x | 4 | x | x | x | x
CCOC(=O)C1CCN(CCC(=O)Nc2cccc(Cl)c2C)CC1 | -3 | 3 | -8 | 32 | 6 | 0.8 | 18 | 0.7 | 1.3
Nn1c(SCC(=O)N2CCOCC2)nnc1-c1ccc(Cl)cc1Cl | -5 | -24 | -11 | -8 | 2 | 1 | -1 | 1.1 | 0.8
CCSc1nnc2n1C(C)(C)Cc1ccccc1-2 | -1 | -15 | 11 | -1 | 1 | 1.1 | -7 | 1 | 0.9

Complete entries, quoted from the list. Values in the order: EphB4 ephrin blk | PLK1 kinase inh | PLK1 PBD inh | CYP2C9 inh | HIV Rev-RRE inh | CYP2C19 act | CYP2C19 inhib | CYP2C9 act | PLAP act
CC(Oc1ccc(Cl)cc1Cl)C(=O)Nc1ncccn1 (stereo unspecified) across the screens: -6 | -3 | -4 | 19 | 0 | 0.3 | 69* | 0.8 | 1.2
C/C(=N\NC(=O)CNc1ccccc1Cl)C(C)(C)C across the screens: -5 | -5 | 5 | -6 | -4 | 0.8 | 16 | 1.1 | 1
CCSc1nnc2n1C(C)(C)Cc1ccccc1-2 across the screens: -1 | -15 | 11 | -1 | 1 | 1.1 | -7 | 1 | 0.9
COc1ccc(-n2nc3cc(C)c(NC(=O)C(C)C)cc3n2)cc1 across the screens: 0 | -18 | 12 | 2 | 6 | 0.9 | 6 | 1 | 0.8
CC[n+]1cc(-c2ccccc2)nc(N2CCOCC2)n1 across the screens: 7 | 4 | -9 | 40 | 2 | 0.8 | 21 | 0.6 | 0.7

Among those listed so far, two have fluorine.
SMILES | EphB4 ephrin blk | PLK1 kinase inh | PLK1 PBD inh | CYP2C9 inh | HIV Rev-RRE inh | CYP2C19 act | CYP2C19 inhib | CYP2C9 act | PLAP act
CCOC(=O)c1snc(-c2ccc(F)cc2)c1N | 1 | -17 | 6 | 9 | 7 | 0.7 | 33 | 0.9 | 0.7
Cc1ccc(S(=O)(=O)N(CC(=O)N2CCC(C)CC2)Cc2ccccc2F)cc1 | 3 | -11 | 1 | 79* | 8 | 0.2 | 84* | 0.2 | 1.8

Further records
SMILES | EphB4 ephrin blk | PLK1 kinase inh | PLK1 PBD inh | CYP2C9 inh | HIV Rev-RRE inh | CYP2C19 act | CYP2C19 inhib | CYP2C9 act | PLAP act
O=C(O)c1cccnc1NC1CCCC1 | 0 | -3 | 10 | 4 | 2 | 0.9 | 7 | 1 | 0.9
CCOC(=O)NC(=O)/C(C#N)=N/Nc1ccc(F)cc1 | 4 | -8 | 11 | 19 | 3 | 1.1 | -7 | 0.8 | 1.3
COc1ccc(-c2nnc(NC(=O)C(C)C)s2)c(OC)c1 | 5 | -13 | 8 | 39 | -2 | 0.8 | 18 | 0.6 | 0.9
Cc1ccccc1N(CC(=O)Nc1ccccc1C(=O)O)S(C)(=O)=O | -2 | -6 | -25 | 89* | 10 | 1.1 | -6 | 0.1 | 1.3
O=C(NCc1ccco1)C(c1ccco1)N(CCc1ccccc1)C(=O)Cn1nnc2ccccc21 (stereo unspecified) | 2 | -9 | 17 | -4 | 3 | 0.9 | 8 | 1 | 1
COc1ccc(-c2nc(C#N)c(N3CC(C)OC(C)C3)o2)cc1OC (stereo unspecified) | 0 | -8 | 9 | x | 9 | x | x | x | x
COc1cccc(-c2ccc(-c3noc(-c4ccccc4F)n3)c(OC)n2)c1 | 4 | -72 | -5 | 61* | -1 | 0.8 | 17 | 0.4 | 0.8
C/C(=N/OC(=O)c1cccc(Cl)c1)c1nccs1 | 1 | -17 | 8 | -4 | 9 | 0.7 | 29 | 1 | 0.9
Cc1cc(Cl)ccc1Oc1ncc(CN2CCN(c3ccccc3)CC2)s1 | 1 | -4 | -3 | 6 | 10 | 1 | 3 | 0.9 | 1.3
CC(NCc1cccn1C)c1ccccc1 (stereo unspecified) | 2 | -21 | -2 | -27 | 4 | 0.7 | 33 | 1.3 | 1
COc1ccc(-n2cnnc2SCC(=O)c2cc(C)n(Cc3cccs3)c2C)cc1 | -11 | 0 | 7 | 76* | -4 | 0 | 99* | 0.2 | 1.7
CCN(CC)c1ccc(-n2cc3c(=O)n(C)c(=O)n(C)c3c2)cc1 | x | x | x | 10 | x | 0.9 | 12 | 0.9 | 1.7
CC(=O)Nc1c(OC(C)=O)ccc2c(C)cc(=O)oc12 | 3 | 3 | 10 | -11 | 10 | 1.1 | -13 | 1.1 | 1
CN1/C(=C\C(=O)COC(=O)C2COc3ccccc3O2)C(C)(C)c2ccccc21 (stereo unspecified) | 8 | 6 | -10 | 3 | 7 | 1 | -1 | 1 | 0.9
O=C(CCCCn1c(=O)[nH]c2ccsc2c1=O)NCc1ccc2c(c1)OCO2 | -1 | -8 | 7 | 60* | 10 | 0.9 | 11 | 0.4 | 1
CC(C)N(C(=O)CSc1nnc(-c2cc3ccccc3cc2O)n1Cc1ccco1)C(C)C | -1 | -5 | -11 | 62* | -4 | 0.6 | 37 | 0.4 | 1.5
Cc1oc(-c2ccccc2F)nc1CS(=O)CC(=O)NCc1cccs1 (stereo unspecified) | 2 | 62* | -6 | 63* | 1 | 0.5 | 53* | 0.4 | 1.7
O=C1CC(N2CCN(c3ccccc3F)CC2)C(=O)N1c1ccc2c(c1)OCCO2 (stereo unspecified) | x | x | x | 1 | x | 1 | -1 | 1 | 1.4
CC/C=C/C(=O)N1CC2(CC(c3cccc(NC(=O)c4ccccc4)c3)=NO2)C[C@@H]1C(N)=O (stereo partly specified) | -3 | -12 | -34 | -14 | 3 | 1 | -1 | 1.1 | 1.2
CN(C)CC(C)(C)CNC(=O)C1CCN(Cc2ccccc2O)CC1 | 1 | -6 | -5 | 11 | 8 | 1 | 4 | 0.9 | 0.9
Cc1ccc(C(=O)O)cc1NC(=S)NC(=O)Cc1ccccc1 | 1 | -10 | 2 | -7 | 5 | 0.5 | 49 | 1.1 | 1.1
O=C(NCC(c1cccnc1)N1CCN(c2ccccc2F)CC1)OCc1ccccc1 (stereo unspecified) | 1 | -2 | -18 | 94* | -1 | 0.1 | 91* | 0.1 | 1.6
Cc1cccc(OCc2nnc(SCC(=O)c3ccccc3)o2)c1 | -5 | -10 | 16 | 33 | 9 | 0.7 | 27 | 0.7 | 0.9
NC(=O)C1(NC(=O)[C@@H]2CC3(CC(c4cccc(NC(=O)[C@@H]5CCC(=O)N5)c4)=NO3)CN2C(=O)Cc2ccc(C(F)(F)F)cc2)CC1 (stereo partly specified) | -3 | 0 | 14 | 1 | 9 | 0.8 | 16 | 1 | 1.6
O=C(O)c1cc(N2C(=O)C3C4C=CC(C4)C3C2=O)ccc1NCc1cccnc1 (stereo unspecified) | -1 | -8 | 0 | -8 | 1 | 1.1 | -10 | 1.1 | 1.2
CN1CCC(OC(=O)COc2ccc(C(C)(C)C)cc2)CC1 | 0 | -5 | -10 | 4 | -6 | 0.9 | 6 | 1 | 1.3
N#CC1=C(N)Oc2n[nH]c(-c3cccs3)c2C1c1cccs1 (stereo unspecified) | 2 | 7 | -3 | 15 | 11 | 1 | 4 | 0.8 | 1
COc1ccc(NC(=O)c2ccccc2NC(=O)CSc2ccc(Cl)cc2)cc1 | 3 | -12 | -3 | 62* | 2 | 0.4 | 62* | 0.4 | 0.8
Cn1c(=O)c(=O)n(C)c2cc(S(=O)(=O)N3CCN(C4CCCCC4)CC3)ccc21 | -4 | 6 | -12 | -149 | 3 | 1.1 | -11 | 2.5* | 1.3

Results in PLAP act and PLK1 PBD inh, for some of the entries so far:
molecule | PLAP act | PLK1 PBD inh
Cc1cc(Cl)ccc1Oc1ncc(CN2CCN(c3ccccc3)CC2)s1 | 1.3 | -3
CC(=O)Nc1c(OC(C)=O)ccc2c(C)cc(=O)oc12 | 1 | 10
O=C(O)c1cccnc1NC1CCCC1 | 0.9 | 10

Source: PubChem BioAssay (several laboratories)
